# Bioassay records (PubChem BioAssay)
# Pemphigus Ab inh: human desmoglein-3 autoantibody binding inhibition; P32926; DSG3-coupled beads, scFv-anti-DSG3-GFP binding, flow cytometry; stronger effect = lower value; binding (percent of control), % at 10 µM; actives 0.48% (n = 310,000); AID 588358;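 active = binding more than 3 SD below its plate's average and above zero; inconclusive = below that plate limit but binding exactly zero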;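 note: hits lower antibody fragment binding to DSG3; some compounds called inactive have numbers as strong as hits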
# Target sequence (P32926 whole entry, looked up, the tested form may be a part): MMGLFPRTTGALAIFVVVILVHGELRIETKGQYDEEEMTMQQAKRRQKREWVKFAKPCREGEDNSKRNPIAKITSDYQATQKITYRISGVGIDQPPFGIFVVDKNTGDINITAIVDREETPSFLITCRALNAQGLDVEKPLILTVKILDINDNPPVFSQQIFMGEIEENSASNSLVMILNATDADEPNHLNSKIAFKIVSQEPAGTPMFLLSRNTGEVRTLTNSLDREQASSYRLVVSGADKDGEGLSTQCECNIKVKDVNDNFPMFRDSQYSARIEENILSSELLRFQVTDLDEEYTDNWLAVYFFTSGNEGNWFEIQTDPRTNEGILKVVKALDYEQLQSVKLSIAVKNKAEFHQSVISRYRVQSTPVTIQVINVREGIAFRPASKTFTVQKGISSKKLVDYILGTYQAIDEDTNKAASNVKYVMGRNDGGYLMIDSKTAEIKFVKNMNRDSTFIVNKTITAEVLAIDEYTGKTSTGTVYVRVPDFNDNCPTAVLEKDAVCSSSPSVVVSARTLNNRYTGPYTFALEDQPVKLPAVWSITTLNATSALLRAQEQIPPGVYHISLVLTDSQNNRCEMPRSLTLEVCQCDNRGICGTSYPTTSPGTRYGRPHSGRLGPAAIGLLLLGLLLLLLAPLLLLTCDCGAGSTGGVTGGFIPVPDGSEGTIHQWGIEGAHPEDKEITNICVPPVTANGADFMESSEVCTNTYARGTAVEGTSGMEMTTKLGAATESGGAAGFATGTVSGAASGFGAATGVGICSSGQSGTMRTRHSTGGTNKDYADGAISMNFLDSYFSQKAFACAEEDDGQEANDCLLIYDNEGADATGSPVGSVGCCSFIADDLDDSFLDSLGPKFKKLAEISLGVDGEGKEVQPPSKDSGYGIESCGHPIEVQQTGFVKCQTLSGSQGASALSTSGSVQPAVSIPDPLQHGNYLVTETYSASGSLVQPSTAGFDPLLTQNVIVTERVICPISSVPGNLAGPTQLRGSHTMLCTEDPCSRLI
# AddAB inh: less growth of phage-infected E. coli with AddAB; E. coli expressing H. pylori AddAB, absorbance growth; inhibition, % at 11.9 µM; actives 0.29% (n = 330,000); AID 435030; in the data active = inhibition above about 12%;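 note: 0% = vehicle wells of infected cells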
# Arr AP2 block: inhibitors of human beta-arrestin and AP2 interaction. FITC-arrestin peptide / GST-AP2 beads, flow cytometry; AP2 beta2 appendage carries R879A mutation. inhibition, % at 10 µM. actives 0.31% (n = 340,000). AID 504490;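 active = inhibition above a set limit, near 3 SD of compounds lacking own fluorescence, cut at about 54% in these data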;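 note: plate controls were DMSO wells for no effect and 5 µM unlabelled arrestin peptide for full effect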
#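 Assay system: GST-AP2 R879A bound to glutathione beads, E. coli-expressed; Medium: PBS with 0.05% Tween 20 and 0.1% BSA; Also added: fluorescein-tagged arrestin peptide at 50 nM final; Timing: 12 min plus 1 h, RT; Measured by: flow cytometry, FL1 (488/535 nm); Evaluation: percent drop in bead-associated FITC signal.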
# E coli growth: reduces bacterial viability in AddAB counter-screen; E. coli V3065 growth, OD600 absorbance, 18 h; actives 0.27% (n = 330,000); inhibition, % at 11.9 µM;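 active = inhibition above the campaign's mean inhibition across all tested compounds plus 3 SD, cut at about 9.9% in these data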;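 note: uninfected addAB+ strain grown without phage in ampicillin broth; 0% = DMSO wells and 100% = ciprofloxacin 0.95 µg/ml wells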
# PfHsp90 set2: reduces growth (ATP signal) of yeast expressing P. falciparum Hsp90. S. cerevisiae expressing PfHsp90, BacTiter-Glo ATP, 48 h; yeast lacking PDR1 and PDR3 efflux regulators. inhibition, % at 9.4 µM. actives 0.32% (n = 310,000). AID 504621;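 active = every replicate shows inhibition above about 80%, whatever the replicate mean, limit read from the data; inconclusive = mean inhibition reaches the set limit but some replicate falls short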;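 note: 0% = DMSO neutral controls and 100% = 20 µM radicicol positive controls; yeast relying on Plasmodium falciparum Hsp90 in place of its own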
# MOR-DOR inv ag: inverse agonists of human mu-delta opioid receptor heterodimerization | P35372+P41143 | cell-based MOR-DOR heterodimer luminescence, inverse agonism | inhibition, % at 9.3 µM | actives 0.21% (n = 340,000) | AID 504357; in the data active = inhibition above about 22%, passing the limit was not always enough;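 note: 0% = cells with DMSO and 100% = wells without cells with DMSO; values of inactives mirror those of a sister screen read the other way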
# SUMO Mot1 rescue: inhibitors of SUMOylation pathway: yeast Mot1-301 growth rescue; growth rescue, % at 18.8 µM; S. cerevisiae Mot1-301 growth rescue, ATP luminescence, 38.5C; percent above DMSO median, 100 means doubled; actives 1% (n = 320,000);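 active = every valid replicate shows activation above 250% relative to neutral control wells; inactive = the rest, any valid replicate at or below 250%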;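 note: OY570 slx delta 5 strain wells were the positive control but not used for scaling; some compounds called inactive have numbers as strong as hits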
# PKA-R1A activ: activates the PKA-R1A holoenzyme complex | P00514+P68181 | PKA-R1A dissociation, Cy5-IP20 fluorescence polarization; scaled: DMSO 0%, 113 µM cGMP 100% | activation, % at 11.4 µM | actives 0.083% (n = 340,000) | AID 504707;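 active = percent activation above the mean of all tested compounds plus 3 SD, cut at about 19% in these data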;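 note: higher means more PKAc released from R1A so a rise in polarization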
# phage Ecoli inh: E. coli growth loss with phage present. growth absorbance. inhibition, % at 11.9 µM. actives 0.26% (n = 360,000). AID 651602; in the data active = inhibition above about 11%
# Tat transport: inhibitors of E. coli Tat protein transport; actives 0.036% (n = 340,000); inhibition, % at 10 µM; AID 488895; E. coli MC4100 TorA-mCherry Tat export, fluorescence;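 active = mean replicate inhibition at least 50% and at least half of replicates individually reaching 50%; inconclusive = only one of the two criteria met; inactive = neither criterion met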;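 note: exported cargo escapes ClpAP degradation while cytoplasmic cargo is degraded and loses fluorescence; 0% = median of neutral control wells and 100% = median of NaSCN control wells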
# OPRM1-OPRD1 ag: OPRM1-OPRD1 heterodimerization agonism. P35372+P41143. cells, luminescence. activation, % at 9.3 µM. actives 0.3% (n = 340,000); in the data active = activation above about 18%;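 note: 0% = vehicle-treated cells and 100% = reference agonist; values of inactives mirror those of a sister screen read the other way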
# Numbers without * were called inactive; ? = inconclusive; / = no result given.
canonical_smiles,Pemphigus Ab inh,AddAB inh,Arr AP2 block,E coli growth,PfHsp90 set2,MOR-DOR inv ag,SUMO Mot1 rescue,PKA-R1A activ,phage Ecoli inh,Tat transport,OPRM1-OPRD1 ag
CC1=C(C(=O)OCc2ccccc2)C(c2ccsc2)C(C#N)=C(N)O1 (stereo unspecified),102,-1.6,8,-0.8,-9,-22,-1,0,-2.3,-5,4.2
CCOC(=O)c1[nH]c(C)c(C(=O)OCCN2C(=O)c3ccccc3C2=O)c1C,104,-2.1,0,-4.6,/,3,-3,-11,2.6,-9,-0.7
COc1cc(/C=C/C(=O)OCC(=O)NC(=O)NC(C)C)ccc1OCC#N,106,0.0,8,1.4,33,-18,-6,5,1.5,-14,3.3
CC(Oc1ccc2c(c1)c1ccnc3c4ccccc4c(=O)n2c13)C(=O)NCCN1CCOCC1 (stereo unspecified),100,3.7,8,-1.7,14,-1,-9,7,1.7,1,0.2
C/C(=N\NC(=O)Nc1ccccc1)c1ccc2ccccc2c1,95,-2.2,93*,0.1,2,-29,14,-9,-0.7,0,4.6
Cc1nc(NCCc2ccccc2)c(C#N)c(C)c1[N+](=O)[O-],81,3.2,-4,0.9,-27,-10,6,-11,2.6,4,2.0
CN/C=C1\C(=O)C(C)(C)Oc2ccc3ccc(=O)oc3c21,112,1.9,-9,-1.7,16,10,-19,-5,1.8,8,-2.3
O=C(CN1CCCCCC1)N/N=C/c1ccc2ccccc2c1,125,/,11,/,-3,-17,26,-14,-0.7,-10,3.3
Cc1cc(C)cc(OCC(=O)N2CCN(c3ncccn3)CC2)c1,94,-0.6,-7,-0.2,1,16,3,-11,-1.6,5,-3.1
Oc1c(C(Nc2nccs2)c2ccc(C(F)(F)F)cc2)ccc2cccnc12 (stereo unspecified),97,/,13,/,102*,-31,/,-11,8.8,-1,6.0
CCn1c(=O)cc(OCC(=O)NCCCN2CC(C)CC(C)C2)c2ccccc21 (stereo unspecified),113,-0.8,14,-2.0,-12,13,-5,13,2.4,-5,-2.7
COc1ccc(-c2oc3cccnc3c2C#CCO)cc1,109,4.1,3,-0.5,-7,13,15,1,/,-2,-2.3
Cc1cc2n(n1)SC(Nc1cc(Cl)ccc1Cl)N2 (stereo unspecified),100,0.2,-2,1.3,-9,8,13,0,1.7,-6,-1.6
Cc1ccc(NC(=O)c2ccc3nsnc3c2)c(C)c1,/,3.0,7,1.3,14,10,-13,0,1.7,-4,-2.0
Cc1cc([N+](=O)[O-])nn1CCCC(=O)N1CCN(c2ccccc2)CC1,108,2.2,-3,-0.9,1,-7,6,-12,0.8,0,1.0
CCOc1ccc(-c2nc(N)ncc2Oc2cccc(OC)c2)c(O)c1,101,-1.0,7,-0.8,-30,-48,/,-10,-0.9,7,8.0
CCCOc1ccc(C(=O)NNC(=S)NC(=O)c2cc(-c3ccccc3)nc3ccccc23)cc1,99,-1.3,-4,-1.4,-32,10,/,6,0.8,-4,-2.1
N/C(=N\c1nc(CSc2ccccn2)cc(=O)[nH]1)Nc1ccc(Cl)cc1Cl,98,1.6,2,-1.0,-12,0,13,-9,-0.6,0,0.0
C=CCSC1=C(C#N)C(c2ccc(OCC)cc2)CC(=O)N1 (stereo unspecified),103,-1.0,6,-5.3,7,12,6,-7,-0.7,5,-2.3
Cc1ccc(OC(=O)C2CSC3(C)CCC(=O)N23)c(Br)c1 (stereo unspecified),99,0.8,-1,0.9,-31,-5,158,1,3.8,1,0.8
Cc1onc(-c2ccccc2)c1C(=O)Nc1ccc2c(c1)OCO2,94,-0.4,3,-1.6,-7,18,52,-4,1.2,-6,-3.2
Cc1cc(N2CCCC2)nc(SCC(=O)c2ccccc2)n1,106,4.0,12,2.4,14,9,1,3,1.1,-2,-1.6
NC(=O)C(=O)N/N=C/c1c[nH]c2ccc(Br)cc12,101,1.9,-1,-0.3,5,10,196,6,1.8,-19,-1.9
COc1ccc(C(c2nnnn2CC2CCCO2)N2CCN(c3cccc(C)c3C)CC2)cc1 (stereo unspecified),/,2.9,-4,-0.6,0,2,6,-6,1.7,17,-0.6
N#CC(C#N)=NNc1ccc(S(=O)(=O)N2CCCC2)cc1,/,0.9,8,-0.2,13,21,96,-16,0.2,5,-4.1
CN(C(=O)COC(=O)CN1C(=O)c2ccccc2C1=O)c1c(N)n(Cc2ccccc2)c(=O)[nH]c1=O,107,1.4,34,1.2,/,3,-5,-1,3.2,-7,-0.6
Cc1cccc(C)c1NC(=O)C(=O)NCC1CCCN1S(=O)(=O)c1ccccc1 (stereo unspecified),114,-1.2,-3,0.8,-6,4,-7,-1,3.5,-9,-0.6
C/C(Cl)=C/CN1C(=O)C2C3C=CC(C3)C2C1=O (stereo unspecified),109,1.6,37,0.9,-4,11,-8,-5,1.6,2,-2.2
Cc1cc(C)nc(SCc2ccc(C(=O)O)o2)n1,95,1.3,24,-0.1,-8,4,-1,-5,0.3,-4,-0.6
Cc1ccc(SCCN2CCC(C)CCC2=O)cc1 (stereo unspecified),107,1.3,3,-1.0,-25,19,-10,-5,-0.5,-4,-3.3
CCOc1ccc(NC(=O)N(C2CCCCC2)C2CCN(C(C)=O)CC2)cc1,98,-0.9,31,0.3,14,-7,3,-10,3.6,-7,1.3
CCC(NC(=O)c1cc(COc2ccc(OC)cc2Cl)on1)c1ccncc1 (stereo unspecified),97,-0.4,-16,-1.9,6,13,21,-5,0.9,12,-2.5
O=C(Cc1ccccc1)N/N=C/c1cc(Br)cc(Br)c1O,96,0.6,9,0.0,-4,7,30,-7,2.1,5,-1.6
COCCCNC(=O)c1cccc(C(=O)NCCCOC)c1,97,1.9,-2,0.2,-14,-33,0,-6,2.7,3,6.3
Cc1cc(C)c2c(N)c(C(=O)c3cccc(Cl)c3)sc2n1,84,1.5,-3,-0.5,-21,-3,/,-19,3.9,10,0.6
CCOc1c(Nc2ccccc2O)c(=O)c1=O,104,5.3,20,-1.0,-8,11,-2,-4,3.2,-2,-2.2
CC(=O)Nc1cccc(C(=O)OC(C)C(=O)Nc2ccc(S(=O)(=O)N3CCCC3)cc2)c1 (stereo unspecified),125,-0.9,-3,1.5,3,6,-4,-5,3.7,-7,-1.1
O=C(CSc1nccc(=O)[nH]1)N1c2ccccc2CCc2ccccc21,99,-0.2,-2,-0.4,-7,9,-3,-11,1.7,-1,-1.5
C/C(Cl)=C/Cn1c(N2CCCC2)nc2c1c(=O)[nH]c(=O)n2C,103,-1.0,-14,0.8,24,7,0,-17,-3.3,-6,-1.4
CCOC(=O)CSc1nc(N(C)C)nc(N(C)C#N)n1,107,0.0,-1,0.1,7,15,411,-24,2.4,11,-3.7
O=C(COc1ccccc1Cl)Nc1nc(-c2ccncc2)cs1,93,0.4,-6,-1.6,-18,3,152,1,-0.2,0,-0.6
CC(C)C(NC(=O)c1ccc(F)cc1)C(=O)NCC1CCCO1 (stereo unspecified),97,4.2,4,2.6,-6,10,-13,-4,2.9,-6,-1.9
O=C(CN1C(=O)NC2(CCCC2)C1=O)Nc1cc(Cl)ccc1Oc1ccccc1,113,0.6,0,-0.3,9,-1,0,3,-0.5,7,0.3
CCCn1c(C)cc(C(=O)COC(=O)c2c(C)nn(-c3ccccc3)c2C)c1C,106,1.0,10,-0.8,-7,4,-3,-5,2.0,2,-0.8
CCOC(=O)c1cc(NC(=O)c2cccnc2)ccn1,/,1.1,1,-0.8,8,5,7,2,-0.8,2,-1.1
O=C(C1CCN(c2nc(-c3ccccc3)nc3c2CCC3)CC1)N1CCC(O)CC1,97,-0.6,10,2.6,11,1,-4,-6,2.9,2,-0.2
Cc1ccc(CNC(=O)c2cn(C3CCCCC3)c(=O)c3c2c2ccccc2n3C)o1,96,-0.4,21,-0.4,-30,10,/,6,4.6,0,-2.0
CCCCOc1cccc(C2C(C(=O)c3ccc(C)o3)=C(O)C(=O)N2Cc2ccco2)c1 (stereo unspecified),/,/,0,/,7,6,-16,4,3.7,-5,-1.1
COc1ccc(OCc2nnc3n2N=C(c2ccccc2)C(CC(=O)O)S3)cc1 (stereo unspecified),102,1.2,3,-0.4,5,6,-25,-8,-3.7,?,-1.1
Cc1nc2c(=O)n(-c3cccc(C(F)(F)F)c3)nc(C)c2s1,110,-0.3,18,-2.2,3,11,-9,-6,-0.8,?,-2.1
CCSc1nnc(N(CCC#N)CCC#N)s1,96,1.5,5,-1.7,19,-14,-12,-4,1.9,1,2.4
Cc1nnc(NC(=O)CCSc2ccc(Cl)cc2)s1,86,-0.9,1,1.9,/,7,8,8,3.2,3,-1.1
O=C(C[C@H]1C/C=C\CC[C@@H](Cc2ccc(F)cc2)C(=O)O[C@@H](c2ccccc2)CNC1=O)N[C@H](CO)Cc1ccccc1,103,0.4,25,-1.9,1,10,0,-18,2.5,-2,-1.7
O=C1CCCCCC1C1(O)C(=O)Nc2ccc(Br)cc21 (stereo unspecified),/,0.4,-5,0.2,/,12,214,-7,3.0,1,-2.0
CC(C)N(C(=O)CSc1nnc(NC(=O)c2cccs2)s1)C(C)C,/,3.8,19,1.3,-8,-11,-2,-4,3.2,4,1.8
CCOC(=O)c1sc(NC(=S)NC(=O)c2ccccc2)nc1C,98,-0.2,13,-1.4,-8,2,/,-6,4.3,0,-0.4
C=CCN(CC=C)C(=O)Nc1cc(OC)ccc1OC,103,/,-3,/,13,5,11,3,2.9,-3,-0.9
COCCCN=CC1=C(O)CC(c2ccccc2)CC1=O (stereo unspecified),97,-0.3,2,-2.6,-33,0,-6,6,-0.6,-2,-0.1
COc1cc(F)c(S(=O)(=O)N2CCOc3ccccc32)cc1OC,91,-0.9,-2,2.2,-7,20,364,-8,-1.6,6,-3.4
O=C(CN1CCCc2ccccc21)N/N=C/c1ccc(O)cc1O,105,2.1,6,-0.3,-4,-2,12,-1,4.4,3,0.4
COc1ccccc1/C=N/NC(=O)CNC(=O)c1ccccc1,97,3.5,37,0.8,21,6,-13,-6,3.4,-7,-1.1
COc1ccc2nc(N3CCN(C(=O)c4ccc5ncsc5c4)CC3)sc2c1,96,-0.5,4,1.1,4,7,0,-13,1.0,0,-1.2

# No enrichment for hits (roughly 2.8% active in at least one column).
